INS-1E GSIS act: primary screen for activators of insulin secretion dependent on glucose, INS-1E cells, GLuc reporter luminescence. INS-1E GLuc reporter insulin secretion, 2-3 h. activation, % at 16.6 µM. 370,000 tested, 0.61% active. AID 743287;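 active = lowest replicate activation of at least 40%, so every replicate reaches that level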;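 note: 0% = median of neutral control wells and 100% = median of IBMX positive control wells; some compounds called inactive have numbers as strong as hits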
EWS-Fli block: inhibitors of EWS/Fli oncoprotein transcriptional activity; A673 NR0B1-luciferase reporter, viability-normalised; inhibition, % at 12.6 µM; 350,000 tested, 0.67% active; AID 651661;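 active = mean inhibition of at least 50% after viability correction, with every replicate also passing that limit; inconclusive = mean reaches 50% but only one of two replicates passes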;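 note: firefly luciferase signal divided by Alamar Blue viability fluorescence both relative to DMSO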
XiGFP reactiv: X-chromosome reactivation activator; activation, % at 7.58 µM; XiGFP mouse fibroblasts, % GFP-positive cells imaging, 3 d; cells co-treated with 5-aza-dC sensitizer; scaled so ellipticine positive control = 100%; 360,000 tested, 0.055% active;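 active = mean normalized replicate activation at least 10% and every replicate at or above 10%; inconclusive = only one of the two criteria met; inactive = mean below 10% and not all replicates reach 10%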;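 note: 0% = median of on-plate neutral control wells and 100% = ellipticine 6 µM median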
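assay system = SV40-immortalized XiGFP fibroblast cells, line 68-5-11 | buffer or medium = DMEM plus 5-aza-dC sensitizer | doses = single-point pinned compound dosing | times = 3-day compound exposure, then 15 min fixation at room temperature | benchmarks = positive control ellipticine, 6 µM final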
ARNT TACC3 PPI: disruptors of human ARNT/TACC3 interaction | AlphaScreen His-ARNT PAS-B/GST-TACC3 binding, luminescence; TACC3 fragment carries E629A point mutation | Q9Y6A5 | inhibition, % at 9.99 µM | 390,000 tested, 0.66% active;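 active = mean inhibition of replicates at least 50% and at least half of replicates each reaching 50%; inconclusive = half or more replicates reach 50% but mean below 50%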;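 note: 0% = complete ARNT plus TACC3 wells and 100% = ARNT alone without TACC3; many hits fall short of the cut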
ERp5 block: ERp5 (human) disulfide isomerase inhibition; 350,000 tested, 0.05% active; Q15084; AID 651711; ERp5 insulin aggregation, absorbance 650 nm, 90 min; inhibition, % at 9.99 µM;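 active = mean replicate inhibition above about 25%, with every replicate also reaching it, limit read from the data, passing the limit was not always enough; inconclusive = only one of those two criteria met; inactive = neither criterion met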
Target sequence (Q15084 whole entry, looked up): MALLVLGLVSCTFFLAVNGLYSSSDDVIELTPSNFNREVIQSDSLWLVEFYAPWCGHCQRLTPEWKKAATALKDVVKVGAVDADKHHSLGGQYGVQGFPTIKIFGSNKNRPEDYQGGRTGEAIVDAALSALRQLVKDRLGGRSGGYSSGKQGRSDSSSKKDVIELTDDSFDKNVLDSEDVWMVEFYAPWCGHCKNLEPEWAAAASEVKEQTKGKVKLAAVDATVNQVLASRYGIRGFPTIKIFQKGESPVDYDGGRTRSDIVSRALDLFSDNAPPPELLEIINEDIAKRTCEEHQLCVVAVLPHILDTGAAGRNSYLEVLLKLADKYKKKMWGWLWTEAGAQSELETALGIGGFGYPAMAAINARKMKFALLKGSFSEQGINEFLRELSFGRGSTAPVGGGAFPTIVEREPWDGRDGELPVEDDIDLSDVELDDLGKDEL
PAX8 reporter: PAX8 transcriptional activity inhibition. RMG-I TPO-luciferase reporter, SteadyGlo, 24 h. inhibition, % at 12.6 µM. 360,000 tested, 1.2% active. AID 652154;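 active = mean replicate inhibition at least 60% with every replicate also reaching 60%; inconclusive = only one of the two criteria is met; inactive = mean below 60% and not all replicates reaching 60%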;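 note: luciferase light reporting Pax8 driven TPO promoter activity; plate controls were median of neutral control wells for no effect and mitoxantrone controls for full effect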
DENV2 CPE rescue: inhibitors of DENV2 cytopathic effect; DENV2-infected cells, cytopathic effect rescue, plate reader; CPE inhibition, % at 9.99 µM; 350,000 tested, 1.7% active; AID 651640; in the data active = CPE inhibition above about 20%, passing the limit was not always enough; inconclusive = no clear call, values can overlap the other calls; tested in BHK-21 cells;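 note: 0% = median of neutral control wells and 100% = median of positive control wells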
CFTR F508del cor: correctors of CFTR F508del function in bronchial epithelial cells; CFBE cells, YFP halide quenching; stimulated with forskolin plus potentiator P3; % fluorescence drop versus neutral controls; activity (quench increase), % at 7.58 µM; 350,000 tested, 0.36% active; AID 720511;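 active = mean added fluorescence quench of at least 8% versus neutral control, with both replicates also reaching 8%; inconclusive = only one of the mean or replicate conditions met; inactive = mean below 8% and not both replicates reaching 8%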;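 note: cells transiently co-express mutant CFTR-F508del with the halide-sensitive YFP; corrector assay measuring rescue of mutant channel to the surface after 24 h compound exposure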
* hit, by the source's call; ? = inconclusive; . = not tested or not shown; & = joins results of further samples.

SMILES	INS-1E GSIS act	EWS-Fli block	XiGFP reactiv	ARNT TACC3 PPI	ERp5 block	PAX8 reporter	DENV2 CPE rescue	CFTR F508del cor
C[C@@H]1CN([C@@H](C)CO)S(=O)(=O)c2ccc(C3=CCCCC3)cc2O[C@@H]1CN(C)C(=O)c1ccncc1	1	-6	-1.4	5	16	.	-1	0.1
CC(C)NC(=O)N[C@H]1CC[C@H](CCNC(=O)C2CCOCC2)O[C@H]1CO	3	2	-0.1	-16	0	-2	-2	-2.1
C[C@@H]1CCCCO[C@H](CN(C)Cc2ccc(C(F)(F)F)cc2)[C@H](C)CN([C@H](C)CO)C(=O)c2cc(NC(=O)Nc3ccccc3)ccc2O1	-23	23	0.4	-13	.	64*	-1	-6.1
CC1(C(=O)N2CCN(C(=O)c3ccco3)CC2)CCN1Cc1ccccc1OC(F)F (stereo not drawn)	8	-4	0.0	.	-3	-17	-3	0.0
Nc1nc(-c2cccnc2)nn1C(=O)c1ccccc1Cl	16	7	0.3	-1	1	-4	.	2.3
O=C(NCC1CCCCC1)c1ccc(Cl)c(S(=O)(=O)N2CCOCC2)c1	-34	7	-0.1	.	0	-9	-6	1.5
C[C@@H]1CCCCO[C@@H](CN(C)C(=O)Cc2ccccc2)[C@@H](C)CN([C@H](C)CO)C(=O)c2cc(NS(=O)(=O)c3cn(C)cn3)ccc2O1	0	-6	0.2	6	-4	4	-1	-0.2
CCOc1ccc(NC(=S)NC(C)c2cccs2)cc1 (stereo not drawn)	-2	.	?	-5	.	-2	.	.
CCn1c(C)c(C)c2cc(C(=O)N3CCc4ccccc4C3)ccc21	-56	.	-0.1	.	7	26	7	2.2
CCOC(=O)c1c(C)[nH]c(C)c1S(=O)(=O)N1CCN(C(=O)c2ccco2)CC1	9	.	0.5	-14	1	8	6	0.7
CCCCC(=O)OCC(=O)Nc1ccc(C)c(F)c1	1	-1	0.0	9	-1	-11	6	-0.3
CCOC(=O)N1CCC(NCCNC(=O)c2ccc(F)c(F)c2)CC1	.	6	0.4	-7	3	9	21*	-0.2
O=C(NCc1ccncc1)C(=O)NCc1ccncc1	-1	-4	0.1	18	0	-12	-1	-0.1
Cc1ccccc1CN1CCC(n2nccc2NC(=O)CCOc2ccccc2)CC1	10	.	0.0	0	-5	15	18	2.0
O=C(c1ccccc1)N1C[C@@H]2[C@H](c3ccccc31)[C@H](CO)N2S(=O)(=O)c1ccccc1	11	8	0.2	5	-4	-1	-1	-1.1
CC(C)c1nc(SCC(=O)N2CCOCC2)c2c(=O)n(C)c(=O)n(C)c2n1	-5	-3	-0.2	1	1	-21	5	-0.6
CC(NC(=O)COc1ccc(N(C)S(=O)(=O)c2ccccc2)cc1)c1ccccc1 (stereo not drawn)	-28	3	0.0	1	1	14	-2	-1.5
O=[N+]([O-])c1ccc(N2CCN(c3ccc(F)cc3)CC2)cc1	1	-14	0.2	0	3	-6	-8	1.8
CCc1ccc(OCCSc2nc3ccccc3n2CC(=O)O)cc1	-4	8	0.2	-6	0	-19	-2	-1.6
O=C(CN1c2ccccc2Sc2ccccc21)NNC(=O)Nc1ccc(Cl)c(Cl)c1	.	21	0.0	-3	1	36	2	-3.0
Cc1ccc2nc(Cn3cc(C(F)(F)F)cc(Cl)c3=O)cc(=O)n2c1	-14	12	0.0	-1	?	23	-1	-4.2
CCN(c1ccccc1)S(=O)(=O)c1cc2c3c(c1)CCN3C(=O)CC2	17	0	-0.1	-15	1	-3	0	0.9
O=C(Oc1cccc(N2C(=O)CCC2=O)c1)C1CC(=O)N(c2ccc(F)cc2)C1 (stereo not drawn)	-11	4	.	-10	-4	.	5	-0.2
O=C(NN(CC(O)COc1ccccc1)CC(O)COc1ccccc1)c1ccccc1 (stereo not drawn)	.	15	0.0	3	.	-1	-1	0.8
CNC[C@H]1Oc2cc(C#Cc3cccc(OC)c3)ccc2S(=O)(=O)N([C@H](C)CO)C[C@@H]1C	-8	16	-1.3	0	-5	.	11	-2.2
CN(Cc1ccccc1)C(=O)c1ccc(NC(=O)Cc2cccc(NC(=O)C3CCCN(C(=O)C4CCCCC4)C3)c2)cc1 (stereo not drawn)	4	7	0.9	11	-1	-2	15	-0.6
CCOc1ccc(NS(=O)(=O)c2cc(C(=O)NCCCN3CCCC3=O)ccc2C)cc1	-11	0	0.0	-4	-10	7	-5	-3.2
COc1ccc(CCN2CC(C(=O)NCc3cn(C)nc3C)CCC2=O)cc1 (stereo not drawn)	-10	-3	-0.1	.	6	-1	-2	3.2
O=C(COC(=O)COc1ccccc1F)NCCc1ccc(F)cc1	16	3	0.0	-2	-11	-2	16	9.1*
Cn1cnc(S(=O)(=O)N2[C@@H]3CNC[C@H]2C3c2ccc(-c3ccc(F)cc3)cc2)c1 (stereo partly drawn)	8	1	0.2	.	3	-1	0	-1.4
N/C(CC(=O)NC1CCCCC1)=N\OCC(=O)Nc1ccc(Cl)c(Cl)c1	-25	-1	0.0	-2	2	21	-2	2.8
C[C@H]1CN([C@@H](C)CO)C(=O)c2cccc(NC(=O)C3CCCCC3)c2O[C@H]1CN(C)Cc1ccc(-c2ccccc2)cc1	-17	26	-0.3	.	.	.	.	2.3
O=S1(=O)CC(N2CC=CC2)CN1Cc1ccc(F)cc1 (stereo not drawn)	6	-17	-0.1	.	-4	-1	14	1.2
O=C(CN1CCOCC1)N1CC(=O)N2[C@H](C1)[C@H](c1ccc(/C=C/c3ccccc3)cc1)[C@@H]2CO	-14	5	0.0	.	-1	27	-6	2.6
O=C(OCC(=O)N1CCc2ccccc21)c1ccccc1F	3	-6	0.0	3	0	-7	0	-1.1
O=C(Cn1cc([N+](=O)[O-])cn1)N1CCN(c2ccccc2)CC1	3	5	0.1	28	7	51	10	-0.9
CCOC(=O)CSc1nnc(NC(=O)c2cccc(S(=O)(=O)N3CCCC3)c2)s1	8	2	.	8	-4	.	-2	2.4
C[C@@H]1CN([C@H](C)CO)C(=O)Cc2cc(NS(=O)(=O)c3ccc(F)cc3)ccc2O[C@@H]1CN(C)Cc1ccc(Oc2ccccc2)cc1	-2	1	-0.5	7	2	-29	-7	-0.7
Cc1cccc(NC(=S)N2CCC(c3nc4ccccc4o3)CC2)c1	2	-32	0.0	-20	-7	-17	-4	0.5
Cc1ccc(C2=NC3(CCCC3)N=C2SCC(=O)Nc2ccc3c(c2)OCCO3)cc1	-13	-22	0.1	-3	-7	-50	-9	1.4
Cc1c(NC(=O)Nc2cccc(Cl)c2Cl)c(=O)n(-c2ccccc2)n1C	-11	.	0.0	-9	-6	8	5	2.1
C[C@H]1CN([C@@H](C)CO)C(=O)c2cccc(NC(=O)c3cnccn3)c2O[C@@H]1CN(C)S(=O)(=O)c1cn(C)cn1	18	2	-0.3	-10	1	.	?	-0.1
CC1=C(C(=O)NCCCOC(C)C)C2(CCC(C)CC2)OC1=O (stereo not drawn)	15	0	0.1	-1	-2	8	13	-1.3
O=C(Nc1ccccc1N1CCCC1)c1cccc(F)c1	-8	7	0.0	5	5	1	-4	-1.6
COc1ccc(-c2ccc3c(n2)CCCN3S(=O)(=O)c2ccccc2C)cc1	.	21	0.0	.	-2	-3	-7	2.2
C[C@@H]1CN([C@@H](C)CO)C(=O)c2cc(Br)cnc2O[C@@H]1CN(C)C(=O)C1CCCCC1	13&10	-9&-4&-10	0.2&0.9	-8&9	-3&10&4	4&1	5&3&3	3.8&1.4&2.8
COc1ccc(CN(C)C[C@@H]2Oc3c(NC(=O)Nc4ccccc4)cccc3C(=O)N([C@H](C)CO)C[C@H]2C)cc1	-18	-1	0.2	-4	-1	8	30*	0.7
CS(=O)(=O)N1CC(=O)N2[C@H](CO)[C@@H](c3ccc(C#CC4CCCC4)cc3)[C@H]2C1	10	8	0.6	.	10	.	0	0.4
COc1ccc(NC(=S)N2CCN(C(c3ccccc3)c3ccccc3)CC2)c(OC)c1	-3	6	0.0	-3	2	24	7	0.7
c1cc(-c2cc3c(o2)CCCC3OCCN2CCOCC2)cs1 (stereo not drawn)	-2	0	0.0	.	1	7	8	0.4
CCN(CC(=O)Nc1c(F)cccc1F)C(=O)c1ccc2c(c1)C(=O)N(c1ccccc1C)C2=O	0	0	-0.1	.	-3	-12	0	0.7
C[C@H]1CN([C@@H](C)CO)C(=O)c2cccc(NC(=O)Nc3ccc(C(F)(F)F)cc3)c2O[C@@H]1CN(C)S(C)(=O)=O	-12	-18	0.3	2	-1	-22	-11	1.2
CO[C@@H]1CN(C)C(=O)c2ccc(NC(=O)c3ccccc3)cc2OC[C@@H](C)N(C(=O)CN(C)C)C[C@H]1C	9	5	0.1	3	9	.	-3	-0.7
Cc1ccc(C(=O)NCCc2nnc3ccc(SCC(=O)NCc4ccc(F)cc4)nn23)cc1	3	2	0.0	1	5	24	-6	-3.7
O=C(C[C@@H]1C[C@@H]2c3cc(NC(=O)Cc4ccncc4)ccc3O[C@@H]2[C@H](CO)O1)NCc1cccnc1	-1	-1	0.0	3	2	-26	?	2.2
COc1ccc(OC)c(NC(=S)NCC(c2cccnc2)N2CCOCC2)c1 (stereo not drawn)	-4	-3	0.0	9	-2	-3	8	0.2
NC1=NC(=O)/C(=C/C=C/c2cccs2)S1	9	-88	0.4	-1	6	43	2	-3.1
COc1ccccc1NC(=O)c1ccc(-n2cccn2)c([N+](=O)[O-])c1	0	-9	0.3	-2	-2	-23	10	0.1

High-throughput results: PubChem, Broad Institute

Random draw from the library, and some 4.2% of all compounds hit somewhere here.
